RORA act: activators of orphan receptor RORA, primary screen, cell-based, luminescence; Nuclear receptor ROR-alpha (Homo sapiens), P35398; CHO-K1 Gal4-RORA LBD luciferase reporter; percent increase over mock-subtracted basal signal; activation, % at 10 µM; 65,000 tested, 1.5% active;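 active = activation above the mean of all tested compounds plus 3 SD, cut at about 49% in these data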;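 note: 0% = DMSO-treated RORA cells and 100% = added signal equal to DMSO minus mock-transfected cells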
MKP-1 inh: MKP-1 phosphatase inhibitors, primary screen, biochemical, in vitro; Dual specificity protein phosphatase 1 (Homo sapiens), P28562; recombinant MKP-1, OMFP hydrolysis fluorescence; 65,000 tested, 0.15% active; inhibition, %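 (compounds tested at a single concentration somewhere between 10 and 100 µM)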;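 active = inhibition above about 50%, limit read from the data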;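 note: 0% = DMSO max control wells and 100% = wells with enzyme stopped by NaOH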
D1 mod: D1 CRE-luciferase signal change, two-sided – cell-based, HEK293 D1, dopamine EC30, D1 allosteric modulator project, primary screen; D(1A) dopamine receptor (Homo sapiens), P21728; 58,000 tested, 5.9% active; AID 641, 2007; B-score at 10 µM; dopamine EC30 potentiation; actives deviate in either direction;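 active = luminescence count or its row- and column-corrected plate score outside the 99.7% band of the plate's sample wells, on either side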
Target sequence (P21728 whole entry, looked up): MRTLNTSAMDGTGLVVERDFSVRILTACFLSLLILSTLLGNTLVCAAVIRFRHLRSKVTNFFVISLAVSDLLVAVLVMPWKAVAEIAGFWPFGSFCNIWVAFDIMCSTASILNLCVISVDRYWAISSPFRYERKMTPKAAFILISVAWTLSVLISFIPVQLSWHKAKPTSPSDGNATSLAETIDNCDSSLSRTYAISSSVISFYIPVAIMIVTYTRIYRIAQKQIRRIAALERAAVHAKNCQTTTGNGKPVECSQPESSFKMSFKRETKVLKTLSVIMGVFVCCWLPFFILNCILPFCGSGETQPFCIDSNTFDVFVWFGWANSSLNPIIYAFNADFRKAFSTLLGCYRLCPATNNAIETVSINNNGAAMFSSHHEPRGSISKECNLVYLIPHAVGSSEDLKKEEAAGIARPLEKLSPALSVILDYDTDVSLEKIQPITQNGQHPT
Her2 expr inh: inhibitors of Her2 protein expression, primary screen, SKBR-3 cells, AlphaScreen, 66K library. AID 645, 2007. HER2 level % of control, % at 10 µM. Receptor tyrosine-protein kinase erbB-2 (Homo sapiens), P04626. SKBR-3 HER2 protein level, 18-24 h; stronger effect = lower value. 65,000 tested, 0.69% active;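 active = HER2 level under 5% of the carrier-only control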;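 note: 100% = DMSO carrier and 0% = 500 nM PU-H71 HSP90 inhibitor; lower value means stronger loss of Her2 protein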
Cdc25B block: inhibitors of Cdc25B phosphatase catalytic domain, primary screen, biochemical, OMFP fluorescence; M-phase inducer phosphatase 2 (Homo sapiens), P30305; recombinant Cdc25B, OMFP fluorescence Ex485/Em525; inhibition, %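 (compounds tested at 10 µM final in the well)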; 65,000 tested, 0.1% active; AID 368, 2006; in the data active = inhibition above about 50%
TNAP act mid DEA: human TNAP enzyme activators, primary screen, biochemical, luminescent, intermediate phosphate acceptor level | Alkaline phosphatase, tissue-nonspecific isozyme (Homo sapiens), P05186 | purified TNAP, CDP-star luminescence, 100 mM DEA, 30 min; stronger effect = higher value; scale: 0 levamisole-inhibited, 1 vehicle-only enzyme | activation factor at 20 µM | 64,000 tested, under 10 active;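 active = activation factor of at least 2 at 20 µM, relative to controls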
FXIIa mix inh: human factor XIIa inhibitors, primary screen, biochemical, pooled compound mixtures, fluorogenic substrate | 62,000 tested, 0.2% active | inhibition, % at 5 µM | purified FXIIa; in the data active = inhibition above about 20%, passing the limit was not always enough;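 note: 0% = enzyme without compound and 100% = no enzyme blank; some results filed as inactive read as strong as hits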
Hsp90 inh: tumor Hsp90 inhibitors, primary screen, cell lysate, fluorescence polarization, NCI-N417 lysate; inhibition, % at 30 µM; AID 429, 2006; Cy3B-geldanamycin FP displacement; 64,000 tested, 0.35% active;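 active = inhibition above 50%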;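 note: 0% = tracer plus lysate wells and 100% = tracer alone without lysate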
SF-1 act: activators of human SF-1, primary screen, cell-based, CHO-K1, Gal4-SF-1 LBD, luciferase luminescence; Steroidogenic factor 1 (Homo sapiens), Q13285; CHO-K1 Gal4-SF-1 LBD luciferase reporter; % increase over DMSO SF-1-specific signal; activation, % at 10 µM; 65,000 tested, 1.9% active; AID 522, 2006;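 active = activation above the mean activation of all tested compounds plus 3 SD, cut at about 50% in these data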
Target sequence (Q13285 whole entry, looked up, the tested form may be a part): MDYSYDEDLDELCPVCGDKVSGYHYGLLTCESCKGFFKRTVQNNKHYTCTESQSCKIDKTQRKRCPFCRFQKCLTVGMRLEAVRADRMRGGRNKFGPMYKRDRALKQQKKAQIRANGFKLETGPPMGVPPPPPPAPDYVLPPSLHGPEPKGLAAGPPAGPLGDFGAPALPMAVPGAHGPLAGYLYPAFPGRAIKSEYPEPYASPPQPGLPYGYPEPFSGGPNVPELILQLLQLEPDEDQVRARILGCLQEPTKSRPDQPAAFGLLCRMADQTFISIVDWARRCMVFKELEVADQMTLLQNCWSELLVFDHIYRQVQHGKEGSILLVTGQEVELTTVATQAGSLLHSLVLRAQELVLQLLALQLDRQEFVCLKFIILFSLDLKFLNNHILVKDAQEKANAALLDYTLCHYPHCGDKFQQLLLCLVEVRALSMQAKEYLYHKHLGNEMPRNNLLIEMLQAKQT
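Compound – one dose, 10 µM compound, 1% DMSO · Test system – transient Gal4-SF-1 LBD reporter, CHO-K1 · Input – 4,000 cells in each well · Read-out basis – percent activation relative to DMSO median and mock-transfected background · Replicates – single measurement per compound · Technique – steady-glow luciferase luminescence, read after 15 min reagent incubation · Timing – 20 h compound treatment, 37 °C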
An asterisk follows results filed as active; nt = not tested or not shown; & = joins results of further samples. Not all compounds are listed, so the mix of outcomes need not match the whole.

SMILES	RORA act	MKP-1 inh	D1 mod	Her2 expr inh	Cdc25B block	TNAP act mid DEA	FXIIa mix inh	Hsp90 inh	SF-1 act
CC(C)C(=O)N1CCN(CCN=Cc2c(O)n(C)c(=O)n(C)c2=O)CC1	-5	-7	0.41	84	6	0.9	7	-1	5
CC(=O)C1(c2ccccc2)CCNCC1	5	-18	-1.6	216	-6	0.9	nt	5	1
CCCCSP1(=S)NCCCO1 (stereo not given)	-3	-7	nt	68	-21	0.9	nt	0	1
CC(C)c1cccc(C(C)C)c1OCCn1ccnc1	-20	3	1.6	81	4	0.9	2	-1	-13
Cc1ccc(C2CC(=O)C(C=NCCN3CCN(C(=O)Cc4ccccc4)CC3)=C(O)C2)cc1 (stereo not given)	-10	29	-0.13	72	-10	1	7	2	4
Cc1ccc(OCC(=O)N2CCN(CC3CC4C=CC3C4)CC2)cc1 (stereo not given)	-5	12	-0.94	105	-11	1	-16	-1	-5
Cc1c(N=Cc2c(O)n(Cc3ccco3)c(=O)[nH]c2=O)c(=O)n(-c2ccccc2)n1C	-5	-12	nt	84	-34	0.9	nt	-3	-6
CN(C)[C@@H]1C(=O)C(C(N)=O)=C(O)[C@@]2(O)C(=O)C3=C(O)c4c(O)cccc4[C@@](C)(O)[C@H]3[C@H](O)[C@@H]12	-22	10	-0.052	89	-10	0.9	-1	43	1
O=c1[nH]c(=O)n(C2CCCCC2)c(O)c1C1NCCc2ccccc21 (stereo not given)	-4	-20	-0.27	126	1	0.9	15	-7	-5
O=C(CNS(=O)(=O)c1ccc(Br)s1)N1CCC2(CC1)OCCO2	0	9	-0.89	89	1	0.9	-2	-1	6
COc1ccc(OC)c(C(O)C(C)N)c1 (stereo not given)	-17	-14	-0.059	106	-6	0.9	9	2&0	-10
CCOC(=O)c1c(N)n(CCCOC(=O)c2ccco2)c2nc3ccccc3nc12	-8	-6	0.69	97	6	1	5	-1	22
CCOC(=O)C(O)(c1ccc(NC(=O)c2ccco2)c(OC)c1)C(F)(F)F (stereo not given)	15	-2	0.82	104	5	0.9	10	6	10
Cc1nn(CCC#N)c2c1P(=S)(N1CCCC1)OC(c1ccc(F)cc1)=N2 (stereo not given)	-16	19	0.41	103	-3	0.9	9	-2	7
Cc1nn(-c2ccccc2)c(Cl)c1C1C(C#N)=C(N)Oc2c1c(=O)oc1ccccc21 (stereo not given)	2	8	0.23	96	6	0.9	6	-18	-1
CCCCCP(=O)(O)c1ccccc1	-14	8	1.1	126	-5	1	-4	-3	6
Cc1ccc(S(=O)(=O)NC(CC(=O)N2CCC3(CC2)OCCO3)c2ccco2)cc1 (stereo not given)	8	-4	0.51	113	3	1	5	2	4
CCC(C)N1C(=O)NC(=O)C2(Cc3cc(C)ccc3N(C)C2)C1=O (stereo not given)	-3	-17	-0.12	98	-9	0.8	-3	-4	-8
CC(=NCCC1=CCCCC1)c1c(O)[nH]c(=O)[nH]c1=O	11	-11	0.24	108	1	0.8	2	-1	14
Cc1ccc2cccc(OC(=O)N3CCCC3)c2n1	-15	3	nt	93	-8	0.9	-6	-1	-5
Cc1ccc2nc(-c3ccncc3)cc(C(=O)N3CCC4(CC3)OCCO4)c2c1	-10	7	-2.5	73	2	0.9	3	-23	32
CCN(CC)c1ccc(CC2C(=O)N(C)C(=O)N(C)C2=O)cc1	-24	2	0.35	91	-12	1	nt	-10	-19
CCOC(=O)C1SC2(C(F)(F)F)CC1(O)c1c(C)cc(C)nc1O2 (stereo not given)	21	-4	-0.71	81	-13	nt	nt	-9	27
CCOC(=O)N(c1ccccc1)P1(=S)OCCO1	0	6	7.4*	95	-17	1	10	2	21
CN1CCN(c2ccc(C(N)=O)cc2N)CC1	12	13	-0.056	-20*	5	0.9	1	-2	14
SMILES	RORA act	MKP-1 inh	D1 mod	Her2 expr inh	Cdc25B block	TNAP act mid DEA	FXIIa mix inh	Hsp90 inh	SF-1 act
CC1N(O)C2CCCCCC2N1O (stereo not given)	-8	-5	0.73	95	-10	0.9	11	-4	-7
Cc1ccc2c(c1)CC1(CN2C)C(=O)NC(=O)N(c2cc(C)ccc2C)C1=O (stereo not given)	-8	-6	0.7	120	12	0.9	2	-4	-11
CC(C)c1ccc(O)c(CN2CCN(c3ccccc3)CC2)c1	-4	-1	0.66	100	3	1	4	-3	1
OCC1(CO)COC(c2cccnc2)N1 (stereo not given)	1	40	-0.97	102	-10	1	9	1	10
COCCOC(=O)C1=C(N)Oc2c(c(=O)oc3ccccc23)C1c1ccncc1 (stereo not given)	-17	16	0.64	86	6	0.9	7	-2	20
CC(C)NS(=O)(=O)c1ccc(OCC(=O)N2CCN(C)CC2)cc1	-20	2	-0.076	96	6	1	8	-2	8
CN1CCC(n2nccc2N)CC1	-2	9	0.03	77	-8	0.9	1	-7	-4
CCCCOc1ccc(CC2C(=O)N(C)C(=O)N(C)C2=O)cc1	-17	3	0.15	90	-2	0.9	-14	1	19
Cc1ccc2c(c1)C(c1ccccc1)NCC(=O)N2 (stereo not given)	-13	-12	-0.15	85	3	0.9	6	-2	2
O=C1NC(=O)C(CCc2ccncc2)(C2CCCCC2)C(=O)N1	-2	-19	-0.63	82	8	1	6	0	15
CCOC(=O)C1=C(N)Oc2cc(C)oc(=O)c2C12C(=O)N1c3c(cccc32)C(C)CC1(C)C (stereo not given)	-6	8	-0.63	130	-2	0.9	0	-7	21
O=C(NC(Cc1ccccc1)C(=O)N1CCC2(CC1)OCCO2)C1CCCCC1 (stereo not given)	21	4	-0.021	117	-3	0.9	4	-3	8
Cn1c[n+](C)cc1C(O)c1ccccc1 (stereo not given)	12	1	0.18	105	5	1	6	1	0
COC(=O)CC1=C(C(=O)OC)C2(C(=O)N(C)c3ccccc32)C(C#N)=C(N)O1 (stereo not given)	1	10	-0.32	78	-6	1	3	nt	15
COC(=O)C(C)Oc1cc(C)cc2oc(=O)c3c(c12)CCCC3 (stereo not given)	-1	7	1.8	nt	-20	0.9	-17	0	-9
O=C1CC(N2CC=C(c3ccccc3)CC2)C(=O)N1c1ccc(F)cc1 (stereo not given)	7	11	nt	97	-3	0.9	6	-5	10
COc1ccc(OC)c([C@@H](O)[C@H](C)NC(C)(C)C)c1	-10	-21	1.8	74	-7	0.8	-17	-2	-15
CN1C(=O)C(Cc2c[nH]c3ccccc23)C(=O)N(C)C1=O	18	-3	-0.4	115	5	0.9	-6	-10	7
CC1CN(O)C2CCc3nonc3C12O (stereo not given)	-11	17	-0.29	94	-20	0.9	2	-5	5
CC(=O)OC1C2CCCC1C(N1CCCC1)CC2 (stereo not given)	-28	-1	-0.41	109	-11	1	-1	2	1
CC(C)c1ccc(OCC(=O)N2CCN(C)CC2)c(Br)c1	12	-3	-2.2	100	-7	0.9	1	-6	-1
COc1ccc(OCC(=O)N2CCN(Cc3c[nH]c4ccccc34)CC2)cc1	-15	-16	-0.38	67	-13	0.9	6	-3	-16
COc1ccc(CCn2c(O)c(C=NC3CC3)c(=O)[nH]c2=O)cc1OC	7	1	-0.013	311	2	0.9	7	-3	-6
CN1CCN(C(=O)OC2c3nccnc3C(=O)N2c2ccc(Cl)cn2)CC1 (stereo not given)	0&-3	14&-14	3	75&78	-9&-4	0.9	2	-3&-8&2	-15&6
CCOc1ccc(-n2c(O)c(C=NCCN(CC)CC)c(=O)[nH]c2=O)cc1	29	1	0.28	90	-7	1	0	-2	-20

Full records, looked up by structure:
COCCOC(=O)C1=C(N)Oc2c(c(=O)oc3ccccc23)C1c1ccncc1 (stereo not given) is listed with RORA act: -17; MKP-1 inh: 16; D1 mod: 0.64; Her2 expr inh: 86; Cdc25B block: 6; TNAP act mid DEA: 0.9; FXIIa mix inh: 7; Hsp90 inh: -2; SF-1 act: 20
O=C1CC(N2CC=C(c3ccccc3)CC2)C(=O)N1c1ccc(F)cc1 (stereo not given) is listed with RORA act: 7; MKP-1 inh: 11; D1 mod: nt; Her2 expr inh: 97; Cdc25B block: -3; TNAP act mid DEA: 0.9; FXIIa mix inh: 6; Hsp90 inh: -5; SF-1 act: 10
Cc1nn(CCC#N)c2c1P(=S)(N1CCCC1)OC(c1ccc(F)cc1)=N2 (stereo not given) is listed with RORA act: -16; MKP-1 inh: 19; D1 mod: 0.41; Her2 expr inh: 103; Cdc25B block: -3; TNAP act mid DEA: 0.9; FXIIa mix inh: 9; Hsp90 inh: -2; SF-1 act: 7

(cont.)
SMILES	RORA act	MKP-1 inh	D1 mod	Her2 expr inh	Cdc25B block	TNAP act mid DEA	FXIIa mix inh	Hsp90 inh	SF-1 act
OC12Oc3ccccc3C=C1N1CCC2CC1 (stereo not given)	-5	0	0.62	78	-9	0.9	-4	-4	-15
O=C(COc1ccccc1)N1CCN(Cc2c[nH]c3ccccc23)CC1	6	5	-0.78	93	-17	1	3	-2	-9
CC1CCCC(C2(O)C(=O)Nc3ccccc32)C1=O (stereo not given)	-34	10	-0.98	115	-7	0.9	1	-9	-3
Cn1ccnc1P(=S)(c1nccn1C)c1nccn1C	-2	25	-0.25	82	-6	0.9	0	-1	1
CCCCn1c(O)c(C(C)=NC(Cc2c[nH]c3ccccc23)C(=O)OC)c(=O)[nH]c1=O (stereo not given)	7	18	-0.68	97	-12	0.9	16	-5	0
CCCCOc1ccc(CN2CCN(CCO)CC2)cc1	14	3	-0.83	109	-4	0.9	4	0	3
CC(C)(C)c1ccc(O)c(CN2CCN(c3ccccc3)CC2)c1	10	0	1.4	120	-12	0.9	8	-7	6
O=c1[nH]c(=O)n(CCC2=CCCCC2)c(O)c1C=NCCN1CCNCC1	3	14	-0.73	81	22	0.9	1	-14	4
Cn1c(=O)cc(OCC(=O)N2CCN(C3CCCCC3)CC2)c2ccccc21	-19	-7	1.4	94	-23	0.8	5	0	2
COC(=O)CSC1=NP(=S)(SCC(=O)OC)N2CCCC2=C1C#N (stereo not given)	-9	20	0.014	40	-5	0.9	7	-8	9
CC(=NCC1CCCO1)c1c(O)n(C)c(=O)n(C)c1=O (stereo not given)	-11	-8	-0.62	110	3	0.9	-7	-2	-10
O=C(C1CCC(=O)N1Cc1ccc(F)cc1)N1CCC2(CC1)OCCO2 (stereo not given)	-22	8	0.098	79	3	1	-9	1	-21
CCCC(C)C1(CC)C(=O)NC(=Nc2ccccc2OC)NC1=O (stereo not given)	-8	-13	-0.75	97	7	1	8	-4	-3
CC12CN3CC(C)(CN(C1)C31CCSCC1)C2=O	-14	12	-0.07	105	-2	1	44	-2	8
O=C(NCc1cccnc1)NC1CCCCC1	5	23	-0.98	77	0	0.9	13	2	12
CCOC(=O)C1=C(C)OC(N)=C(C(=O)OCC)C12C(=O)Nc1ccc(Br)cc12 (stereo not given)	-21	10	0.072	91	12	0.9	6	-17	12
Cc1ccccc1N1C(=O)CC(=O)NC1=O	-20	-7	1.3	132	-16	0.9	-4	-5	-1
CCCNC(=O)c1c(N)n(Cc2ccc3c(c2)OCO3)c2nc3ccccc3nc12	7	9	0.68	32	5	0.8	-1	-15	2

High-throughput results from PubChem BioAssay.
